Source: PubChem (several laboratories)
iPSC survival up: enhancers of single-cell hiPSC survival, primary screen, ATPlite luminescence. 100% = ROCK inhibitor wells, 0% = DMSO. survival enhancement, % at 20 µM. 360,000 compounds, 0.044% hits. AID 602274, 2012; in the data active = survival enhancement above about 18%;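 note: cells exposed to compounds for 16 hours before the ATP read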
Peg3 prom inh: Peg3 promoter-driven luciferase inhibitors, primary screen, cell-based, HeLa, luciferase luminescence; HeLa PEG-Prom luciferase reporter, overnight; inhibition, % at 20 µM; 360,000 compounds, 1.7% hits; AID 588405, 2011;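 active = inhibition of at least 50% at 20 µM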
CaV13 ICDI inh: Disruptors of the CACNA1D IQ motif to Ca2+-dependent inactivation inhibitor domain association, primary screening, Förster resonance energy transfer in intact living … | HEK cells, CFP/YFP FRET ICDI-IQ, plate reader, 10 min; percent FRET-ratio fall versus neutral wells | inhibition, % at 12.3 µM | 340,000 compounds, 0.098% hits;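 active = mean replicate inhibition of at least 30% and at least 1% of replicates passing that level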;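 note: 0% = median of the neutral control wells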
NR2E3 ag-1: inhibitors of NR2E3-RetCOR corepressor binding, primary screen, NR2E3 agonist project, biochemical, TR-FRET, GST-NR2E3, biotin-RetCOR; 320,000 compounds, 0.12% hits; inhibition of corepressor binding, % at 4.78 µM; AID 2300, 2010; 1536-well;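 active = percent inhibition above the cutoff of mean plus 3 SD of all tested compounds, set per screening campaign, cut at about 20% in these data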;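 note: 0% = DMSO wells and 100% = biotin wells as full block of FRET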
Target sequence (Q9Y5X4 whole entry, looked up): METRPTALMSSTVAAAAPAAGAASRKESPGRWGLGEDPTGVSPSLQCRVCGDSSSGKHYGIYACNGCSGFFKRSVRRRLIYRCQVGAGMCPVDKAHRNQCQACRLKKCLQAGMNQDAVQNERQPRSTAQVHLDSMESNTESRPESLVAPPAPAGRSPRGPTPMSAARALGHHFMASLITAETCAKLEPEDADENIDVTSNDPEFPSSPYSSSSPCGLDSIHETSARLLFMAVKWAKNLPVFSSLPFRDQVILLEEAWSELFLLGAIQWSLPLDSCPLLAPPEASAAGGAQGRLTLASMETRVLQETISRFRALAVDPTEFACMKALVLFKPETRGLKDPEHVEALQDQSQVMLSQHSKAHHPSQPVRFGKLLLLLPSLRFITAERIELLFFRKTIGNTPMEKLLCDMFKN
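Test system – NR2E3–RetCOR corepressor complex · Quantity – NR2E3 fusion 1.35 nM · Buffer or medium – Tris pH 7.5 · Incubation – Compound–protein incubation for 5 h at 4 °C · Technique – TR-FRET, Eu(K)-anti-GST donor, streptavidin-D2 acceptor, ex 340, em 617/671 nm · Evaluation – percent inhibition of 671/617 nm emission ratio versus biotin and DMSO controls · Plate – 1536-well format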
Granule exo inh: LAMP-1 surface exposure blockers, TALL-104 cells – cell-based, flow cytometry, MLPCN library, primary screen; 360,000 compounds, 0.66% hits; AID 651702, 2012; TALL-104 LAMP-1 surface exposure; cells stimulated with thapsigargin and PMA; inhibition, % at 10 µM;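 active = inhibition above about 55%, limit read from the data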
HIF-2a inh: HIF-2a reporter inhibitors, primary screen, luminescence, 786-0 RCC cells. 786-0 RCC cells HIF-2a reporter, luciferase luminescence, overnight. inhibition, % at 18.8 µM. 360,000 compounds, 0.72% hits. AID 624352, 2012;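 active = inhibition of the luminescence signal of 40% or more relative to plate controls, in a single-dose primary screen at 18.75 µM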
NR2E3 ag-2: NR2E3 agonists in two-hybrid cells, primary screen, cell-based, luminescence, CHO-S, Gal4-NCOR/VP16-NR2E3; luciferase; inhibition of corepressor binding, % at 3.98 µM; 360,000 compounds, 0.35% hits; AID 602229, 2012;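 active = inhibition above the mean of all tested compounds plus 3 SD, cut at about 70% in these data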;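 note: 0% = DMSO with NR2E3 transfected cells and 100% = cells lacking NR2E3 construct; higher means lower luciferase signal from less NR2E3 corepressor binding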
PDI inh: inhibitors of human PDI, primary screen, biochemical, turbidity, single point, plate reader; Protein disulfide-isomerase (Homo sapiens), P07237; PDI insulin aggregation turbidity, A650, 90 min; inhibition, % at 10 µM; 350,000 compounds, 0.052% hits;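 active = mean inhibition across replicates of 30% or more, whatever share of single replicates reach that level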;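 note: absorbance from insulin aggregation driven by PDI reduction with DTT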
Target sequence (P07237 whole entry, looked up): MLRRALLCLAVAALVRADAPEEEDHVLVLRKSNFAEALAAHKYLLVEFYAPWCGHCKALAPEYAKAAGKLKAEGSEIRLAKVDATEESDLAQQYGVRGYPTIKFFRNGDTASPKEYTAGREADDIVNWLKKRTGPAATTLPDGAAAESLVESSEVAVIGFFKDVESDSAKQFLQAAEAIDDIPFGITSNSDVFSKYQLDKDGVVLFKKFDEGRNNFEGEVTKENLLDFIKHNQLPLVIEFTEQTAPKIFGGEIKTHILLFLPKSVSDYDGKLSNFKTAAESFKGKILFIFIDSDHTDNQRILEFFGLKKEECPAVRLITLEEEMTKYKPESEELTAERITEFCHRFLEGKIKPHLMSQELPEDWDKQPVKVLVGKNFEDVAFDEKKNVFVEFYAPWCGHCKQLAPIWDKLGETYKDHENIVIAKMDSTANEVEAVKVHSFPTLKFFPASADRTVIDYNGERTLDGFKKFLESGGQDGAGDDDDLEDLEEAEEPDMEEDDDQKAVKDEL
MITF TRPM1 inh: inhibitors of MITF-dependent TRPM1 promoter reporter, primary screen, cell-based, SK-MEL-5, single point, luciferase; AID 488899, 2010; 330,000 compounds, 0.83% hits; SK-MEL-5 TRPM1 promoter luciferase, 24 h; inhibition, % at 12.5 µM;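 active = mean inhibition across replicates of 60% or more, whatever share of single replicates reaches that level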; note: values of inactives mirror those of a sister screen read the other way
Vif imaging: HIV Vif self-association inhibitors, primary screen, imaging, HEK293T, single point; HEK293T cells, Vif self-association by quenched fluorescence, 24 h; inhibition, % at 7.49 µM; 340,000 compounds, 0.35% hits; AID 602346, 2012; in the data active = inhibition above about 50%, passing the limit was not always enough; note: some results filed as inactive read as strong as hits
aDG glyco up: activators of alpha-DG glycosylation, primary screen, uHTS, Pro5-aDG cells, AlphaScreen; alpha-DG glycosylation AlphaScreen (IIH6); 0% Pro5, 100% B10-LARGE cell signal; activation, % at 10 µM; 360,000 compounds, 0.22% hits; AID 624168, 2012;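 active = activation of at least 8% versus controls, or a plate z-score of at least 8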;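 note: Pro5 are CHO cells carrying HIG-tagged alpha-DG that lacks glycosylation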
Starred values were filed as active, the others as inactive; x = no result given.

SMILES	iPSC survival up	Peg3 prom inh	CaV13 ICDI inh	NR2E3 ag-1	Granule exo inh	HIF-2a inh	NR2E3 ag-2	PDI inh	MITF TRPM1 inh	Vif imaging	aDG glyco up
O=C(CNC(=O)c1ccc(Br)o1)NCc1ccc(Cl)cc1	-0.4	4.7	x	-0.1	30.1	12.3	-21.8	1.4	3.9	7.4	-0.4
CCOc1ccccc1OCC(=O)Nc1ccc(S(=O)(=O)N(C)C)cc1	-1.5	8.6	-4.2	-0.8	2.7	11.0	7.9	-3.3	11.0	-2.6	-0.6
O=C(c1ccc(N2C(=O)CCC2=O)cc1)N1CCCSC1=Nc1ccccc1	1.7	-2.8	-11.4	x	-3.7	-3.1	8.3	17.1	x	-10.8	-0.3
CCc1cccc2c(C(=O)C(NCCOC)c3ccccc3)c[nH]c12 (configuration not stated)	-0.3	-56.4	-2.0	-2.4	65.8*	-20.0	4.0	9.7	-11.9	1.3	0.1
CN(C(=O)CSc1nnnn1-c1ccc(O)cc1)C1CCCCC1	1.9	3.3	-5.5	x	10.3	-21.2	2.1	13.7	-2.1	-2.7	-0.6
O=NN(C(=O)NC1CCC(C(=O)O)CC1)C1CCC(C(=O)O)CC1 (configuration not stated)	-1.0	5.6	-11.2	x	1.1	4.1	14.3	x	x	2.1	-0.2
FC(F)(F)c1ccccc1C1=CC(c2ccccc2)n2ncnc2N1 (configuration not stated)	-1.8	9.4	-17.6	3.1	-4.5	-2.6	14.5	1.2	-4.4	-3.1	0.8
CCOC(=O)Nc1ccc2c(c1)N(C(=O)N(CC)CC)c1ccccc1CC2	2.2	14.0	-5.0	0.5	9.5	19.7	7.6	12.4	8.6	-0.7	0.1
COc1ccc2oc(C(=O)c3ccccc3)c(NC(=O)CN3CCN(C)CC3)c2c1	-1.7	-0.1	x	-2.9	-1.4	7.0	-11.1	-3.7	-2.0	4.0	0.6
CC(=O)OCC(=O)C1(O)CCC2C3CC(C)C4=CC(=O)C=CC4(C)C3(F)C(O)CC21C (configuration not stated)	0.3	8.5	-5.4	x	6.5	18.5	30.1	1.5	-5.9	27.6	-0.1
O=C(NNC(=O)C1CC=CCC1)c1ccccc1Br (configuration not stated)	0.0	-15.5	-1.9	-0.3	1.0	-66.7	-10.3	9.3	-11.4	-1.5	0.0
CC(C)c1ccc(NC(=O)CCNS(=O)(=O)c2cccc3nsnc23)cc1	-1.8	14.2	x	0.3	-2.0	12.3	-11.2	-13.3	2.9	7.9	0.5
O=C(CN(C(=O)CCC(=O)Nc1ccccn1)c1cccc(F)c1)NCc1ccc(F)cc1	-0.8	1.3	-3.2	4.0	-4.2	15.8	-3.9	-27.8	8.4	6.2	0.1
O=C(NCCCN1CCCC1=O)c1cccc(S(=O)(=O)N2CCN(c3ccc(F)cc3)CC2)c1	0.1	21.8	-6.0	3.5	-16.9	5.5	-5.1	4.9	12.6	-17.3	-0.2
CCOc1ccc2ccccc2c1C(=O)Nc1cc(=O)n(C)c(=O)n1C	-0.3	7.3	-6.3	3.1	-5.6	18.8	-13.9	-8.9	x	x	-0.1
Cc1cc(-c2nnc(SCC(=O)Nc3ccccc3C)n2N)n[nH]1	-0.5	-1.1	-4.6	2.1	28.7	1.2	-16.4	-6.0	-5.3	0.8	1.5
O=S1(=O)NC(C2CC2c2ccccc2)CCO1 (configuration not stated)	-2.0	5.6	-8.7	2.2	-9.1	8.8	-0.4	-2.0	13.9	-6.9	-0.1
CC(O)C1C(=O)OC2(C)CC(C)(C)NC(=S)N12 (configuration not stated)	-2.3	8.6	-5.1	0.7	-0.9	8.6	-6.8	-4.1	1.0	x	-0.2
COCCCNC(=O)CSc1nc2ccc(N3CCOCC3)cc2c(=O)n1CCc1ccccc1	1.4	-22.7	-4.5	0.4	10.6	-73.1	-11.6	-1.5	-0.3	-6.1	-0.2
O=S1(=O)CC/C(=N\Nc2ccccc2)c2ccsc21	-2.4	-4.2	4.8	5.2	3.3	-33.7	-11.8	-2.6	-2.4	1.2	-0.2
Cc1cc(-c2ccc(C)c(S(=O)(=O)NCc3ccc(Br)cc3)c2)on1	-0.5	21.3	-13.3	-0.6	16.2	24.0	-15.6	5.2	-0.1	-2.5	0.6
Cc1cccc(NC(=O)Nc2ccc3c(c2)CCC3)c1	-0.3	-202.6	-5.2	2.3	0.4	-235.1	-128.8	0.4	-83.4	x	0.6
CCc1ccc(-c2nn(-c3ccccc3)cc2C2SCC(=O)N2Cc2ccco2)cc1 (configuration not stated)	1.5	15.9	x	-2.9	-0.4	5.1	-15.4	-5.9	-2.7	-9.7	-0.3
O=C(O)Cn1c(C(F)(F)F)nc2ccccc21	-3.0	-5.2	-7.4	0.4	0.9	11.6	2.6	6.2	4.7	2.9	-0.1
CN(C)S(=O)(=O)c1cccc(NC(=O)COC(=O)c2cn(-c3ccccc3)nc2-c2ccccc2)c1	0.7	2.6	-4.4	0.0	-8.7	-20.2	0.1	-2.0	-5.1	-3.2	0.3

(continued)
SMILES	iPSC survival up	Peg3 prom inh	CaV13 ICDI inh	NR2E3 ag-1	Granule exo inh	HIF-2a inh	NR2E3 ag-2	PDI inh	MITF TRPM1 inh	Vif imaging	aDG glyco up
N#Cc1ccc(CN2CCN(c3ccc(S(=O)(=O)N4CCCC4)cn3)CC2)cc1	-0.2	14.4	-6.8	1.9	-1.9	24.4	-9.6	-59.1	6.8	3.6	0.7
C/C(=N/NS(=O)(=O)c1ccc(C)cc1)c1ccc(NC(=O)C(F)(F)F)cc1	2.4	3.5	-3.7	-2.2	-3.5	7.8	-31.8	-6.4	-1.8	4.0	0.0
CCOc1ccc(N2C(=O)CC(Sc3nc(-c4cccs4)cc(C(F)(F)F)c3C#N)C2=O)cc1 (configuration not stated)	-1.4	-5.6	-5.1	4.4	-1.2	1.3	-8.8	3.9	-16.8	-1.5	-0.2
COCC(C)NC(=O)C1CC(=O)N(CCc2ccc(F)cc2)C1 (configuration not stated)	-2.0	-6.0	-4.4	x	1.4	0.7	7.1	-1.5	x	7.8	0.2
CC1CCN(c2nc3ccc(C(=O)NCCCN4CCCCC4)cc3s2)CC1	-1.4	-96.1	-9.5	1.6	0.8	-26.9	-101.5	-12.5	52.3	11.5	2.0
Cc1ccc([C@@H]2[C@@H]3C(=O)N(C)C(=O)[C@@H]3[C@]3(C)C(=O)N(Cc4ccccc4)CC(=O)N23)o1	-1.2	6.7	-10.1	-0.8	3.9	2.8	-16.4	-0.1	9.4	9.1	0.0
O=C(/C=C/c1cccc([N+](=O)[O-])c1)N1CCN(c2ccccc2F)CC1	-1.9	3.5	-4.4	2.4	0.2	16.6	-5.2	3.8	-9.0	-1.9	2.1
CC(C(=O)Nc1ccccn1)N1C(=O)c2ccccc2S1(=O)=O (configuration not stated)	1.1	1.4	-5.8	-3.7	-5.8	7.8	23.4	4.6	4.0	9.9	-0.2
Cc1cc(=O)n2ccccc2c1C#N	3.4	10.6	-9.6	1.5	1.0	10.5	14.3	9.3	6.2	-2.9	-0.1
CCN1CCN(c2cc(C)c3cc(NC(=O)c4ccc(OC)c(OC)c4)ccc3n2)CC1	-1.9	-36.5	-5.0	6.1	9.0	-22.0	17.5	-2.0	-1.0	-8.5	-0.1
O=C(c1ccc(Cl)cc1)N1CCc2c([nH]c3ccccc23)C1C(F)(F)F (configuration not stated)	-0.4	26.3	3.0	2.5	4.4	18.3	31.0	2.2	-6.7	9.9	0.1
Cc1cc(C)cc(NC(=O)NCc2ccccn2)c1	0.5	-0.1	-5.1	2.8	-2.9	-7.8	-6.8	-8.0	8.0	-0.8	-0.3
O=C(Nc1cccc(N2C(=O)C=CC2=O)c1)c1cccs1	0.3	92.1*	-6.3	-4.7	33.5	8.6	3.0	-3.2	72.8*	-0.7	-0.4
C=CCOC(=O)CSCC(NC(=O)OC(C)(C)C)C(=O)OCC (configuration not stated)	6.3	1.8	x	6.2	-2.1	57.8*	-0.1	-3.9	9.3	6.3	-0.2
O=C(Nc1ccccc1)c1ccccc1O	-4.8	-134.6	-3.4	1.4	0.1	-172.8	-38.3	15.3	-36.5	-14.0	-0.1
CCOc1ccc(N2C(=O)c3ccc(C(=O)OCC(=O)N(CC)C4CCS(=O)(=O)C4)cc3C2=O)cc1 (configuration not stated)	17.8	2.8	-5.6	-0.4	-1.3	1.7	-21.0	4.2	-6.5	3.6	-0.4
CC(C)c1ccc(N(C(=O)c2snc(C(N)=O)c2N)C(C(=O)NC2CCCC2)c2ccncc2)cc1 (configuration not stated)	0.3	-18.2	-2.9	4.9	-8.4	-99.9	-23.1	-5.2	-9.1	-1.2	-0.1
COc1cc(NS(=O)(=O)c2cn(C)cn2)cc(OC)c1OC	0.0	5.2	-3.0	-0.7	0.7	-10.2	-7.0	-5.6	-0.8	-0.6	-0.4
CCOc1ccccc1OCCCC(=O)Nc1nc2ccccc2[nH]1	-0.7	-53.3	-2.2	-0.3	2.9	-32.0	-6.4	1.3	-2.5	12.1	-0.2
Cc1ccc(CNC(=O)C2CCN(C(=O)Nc3ccc(C)cc3)CC2)cc1	-0.3	3.8	-5.6	x	12.0	-0.5	10.7	-6.3	7.6	4.1	-0.2
C=CCC1(CC=C)CCCN1C(=O)c1cc(COc2ccccc2SC)on1	-0.2	28.7	-5.9	0.4	4.2	6.2	7.6	11.1	8.2	-2.1	0.0
COCCNC(=O)c1ccc(C)cc1C	2.9	-3.2	-4.4	2.5	-4.1	-18.4	-2.8	-4.6	-24.9	6.1	-0.3
Cc1cc(Cl)ccc1OCC(=O)N[C@@H](Cc1ccccc1)c1nc2ccccc2[nH]1	-2.5	35.1	-15.5	1.2	3.0	27.1	-2.0	-3.8	-10.1	0.4	-0.2
CN1CCCN(C(=O)CNC(=O)Cc2ccccc2)CC1	0.3	7.5	-1.6	-0.6	2.4	12.6	18.7	2.9	8.4	-0.8	-0.3

An excerpt from above, reduced to Granule exo inh:
canonical_smiles	Granule exo inh
O=C(CN(C(=O)CCC(=O)Nc1ccccn1)c1cccc(F)c1)NCc1ccc(F)cc1	-4.2
CCOc1ccc(N2C(=O)CC(Sc3nc(-c4cccs4)cc(C(F)(F)F)c3C#N)C2=O)cc1 (configuration not stated)	-1.2
O=C(c1ccc(N2C(=O)CCC2=O)cc1)N1CCCSC1=Nc1ccccc1	-3.7

Not a hit list; overall some 3.5% were active at least once.
